Bioassay records as filed in PubChem BioAssay.
UDG counterscr: UDG inhibition counter-screen | 91,000 compounds, 0.14% hits | AID 1347430 | FRET deamination/UDG coupled assay, UDG read, 4 h | Potency, µM (highest dose often 115 µM), inactives show at the top dose activity change, negative = inhibition, most hits filed as inhibitors; note: nearly all actives have a fitted effect of over 65% in size
AID inhibitor: inhibitors of human activation induced cytidine deaminase. Q9GZX7. AID deamination FRET fluorescence, UDG-coupled, 4 h. Potency, µM (top dose mostly 115 µM), inactives show top-dose activity change, negative = inhibition, usual class: inhibitors. 91,000 compounds, 0.32% hits; note: nearly all actives have a fitted effect of over 25% in size
Target sequence (Q9GZX7 whole entry, looked up): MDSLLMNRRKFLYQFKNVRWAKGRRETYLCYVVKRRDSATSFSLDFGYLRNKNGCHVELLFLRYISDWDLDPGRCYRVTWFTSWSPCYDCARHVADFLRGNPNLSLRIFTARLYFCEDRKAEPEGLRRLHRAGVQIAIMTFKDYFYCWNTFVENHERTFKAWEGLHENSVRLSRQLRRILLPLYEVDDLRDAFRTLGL
An asterisk follows results filed as active; ? = inconclusive; [ ] = another dose, or the depositor's remark. Calls come from the whole dose curve; as a rule, active = well fitted curve in the direction sought with a large enough effect; inconclusive = small, poorly fitted or top-dose-only effect, or another doubt; inactive = no such curve, though single readings can be large; an effect the other way counts as inactive or inconclusive. % is set by controls: 0 for no effect and ±100 for the full control effect; potency is the fitted concentration of half-maximal effect. These rows are one share of the data (hit frequency here may not be typical).

Start of the data: the first 6 entries as a preview:
compound	UDG counterscr	AID inhibitor
O=c1oc2ccc3ccccc3c2cc1-c1nnc(Nc2cccc(C(F)(F)F)c2)s1	-24%	7%
CC(CNC(=O)c1ccc(CSc2nc3ccncc3n2Cc2ccccc2)cc1)c1ccccc1 (configuration not stated)	-3%	-4%
Cc1noc(Cn2c(=O)c3cc4c(cc3n(CC(=O)Nc3cccc(Cl)c3)c2=O)OCO4)n1	0%	0%
CN(C)c1ccc(Nc2ncnc3c2c(-c2ccccc2)cn3-c2cccc(Cl)c2)cc1	-8%	-28%
Cc1ccc(C(=O)NC(C)C23CC4CC(CC(C4)C2)C3)s1 (configuration not stated)	3%	-9%
Cc1ccc2oc(C(=O)Nc3ccc(S(=O)(=O)Nc4ncccn4)cc3)cc(=O)c2c1	-7%[57.5 µM]	10%[57.5 µM]

This part in full, previewed entries included:
compound	UDG counterscr	AID inhibitor
O=c1oc2ccc3ccccc3c2cc1-c1nnc(Nc2cccc(C(F)(F)F)c2)s1	-24%	7%
CC(CNC(=O)c1ccc(CSc2nc3ccncc3n2Cc2ccccc2)cc1)c1ccccc1 (configuration not stated)	-3%	-4%
Cc1noc(Cn2c(=O)c3cc4c(cc3n(CC(=O)Nc3cccc(Cl)c3)c2=O)OCO4)n1	0%	0%
CN(C)c1ccc(Nc2ncnc3c2c(-c2ccccc2)cn3-c2cccc(Cl)c2)cc1	-8%	-28%
Cc1ccc(C(=O)NC(C)C23CC4CC(CC(C4)C2)C3)s1 (configuration not stated)	3%	-9%
Cc1ccc2oc(C(=O)Nc3ccc(S(=O)(=O)Nc4ncccn4)cc3)cc(=O)c2c1	-7%[57.5 µM]	10%[57.5 µM]
O=C1CSc2ccc(C(=O)NCc3ccc(C(=O)O)cc3)cc2N1	-1%	12%
O=C(Nc1ccc(Cl)c(C(F)(F)F)c1)c1cc2nc(-c3ccc4c(c3)OCO4)cc(C(F)(F)F)n2n1	12%[57.5 µM]	28%[57.5 µM]
CSc1ccccc1NC(=O)CCS(=O)(=O)c1nc(-c2ccc3c(c2)OCO3)cc(C(F)(F)F)n1	-6%	-5%
CCN(CC)S(=O)(=O)c1cccc(C(=O)OCc2cnc(-c3ccccc3)s2)c1	-17%	-23%
Cc1nc2ccc(C(=O)NCC(=O)NCC(F)(F)F)cc2nc1C	-3%	39%[activator]
O=C(c1ccc2c(Cl)c3c(nc2c1)CCCC3)N1CCN(c2ccccc2)CC1	-9%	?
Cc1cc2c3cccn3ccn2c1	-12%	-4%
CCOc1ccccc1CN1CCCCCC1c1sccc1C (configuration not stated)	-2%	-2%
CCOc1ccc(C)cc1S(=O)(=O)n1ccnc1CC	-12%	-16%
N#Cc1ccc(F)c(COC(=O)c2ccccc2C(=O)c2ccc(Cl)cc2)c1	-1%	-9%
CCOc1cc(C(=O)NCc2ccc3c(c2)CCN3C(=O)CC)cc(OCC)c1OCC	-16%	-24%
O=C(Nc1ccc2c(c1)OCO2)c1oc2ccccc2c1COc1ccccc1	-13%	-6%
CCN(c1ccccc1)S(=O)(=O)c1c(-c2ccc(C)cc2)csc1C(=O)OC	-2%	-3%
O=C(CCc1ncc(-c2ccccc2F)o1)Nc1ccccc1Cl	-8%	-12%
Cc1ccc(-c2nc(C)c(CCNS(=O)(=O)c3ccc(F)c(C(F)(F)F)c3)s2)cc1	0%	14%
CC(C)NC(=O)c1ccc(C2SCCS2)cc1	-9%	2%
CCC(CC)C(=O)N1CCc2cc(OC)c(OC)cc2C1COc1ccc(C(=O)OC)cc1 (configuration not stated)	-14%	-13%
O=S(=O)(c1ccc(Br)cc1)c1nnn2c1nc(NCc1ccc3c(c1)OCO3)c1sccc12	7%	-18%
O=S(=O)(Nc1cccc2cccnc12)c1ccc(F)cc1	-5%	-13%
Cc1nn(-c2ccccc2)c2c1N(CCCC(=O)NCc1ccccc1)C(=O)CS2	-13%	-14%
CC(C)CCNC(=O)N1CCC2(CC1)NC(=O)c1ccccc1O2	-3%	-10%
FC(F)Sc1ccc(NC(=S)NCCC2=CCCCC2)cc1	-13%	-12%
O=c1c(=O)n(Cc2ccc(Cl)cc2)ccn1Cc1ccc(F)cc1	6%[57.5 µM]	17%
CCNC(=O)C(C)NC(=O)C1CCC(C(C)(C)C)CC1 (configuration not stated)	-9%	6%
COC(=O)c1cccc(CN2C(=O)SC(Nc3ccc(C)cc3)C2=O)c1 (configuration not stated)	2%	3%
CCc1ccccc1NC(=O)Nc1c[nH]c(=O)[nH]c1=O	0%	33%[activator]
CCOc1ccc(C2C(C(=O)Nc3ccc(OC)cc3)=C(C)Nc3nc(SCc4ccc(Cl)cc4)nn32)cc1 (configuration not stated)	0%	10%
CC(C)N(Cc1nc(-c2ccc(Cl)cc2)no1)C(=O)c1ccc(C(C)(C)C)cc1	-14%	?
O=C(CSc1nc2c(c(=O)[nH]1)CN(Cc1ccc(F)cc1)CC2)Nc1ccccc1Cl	-12%	4%
COc1ccc(OCCOC(=O)c2ccc3c(c2)NC(=O)CS3)cc1	14%	-2%
CCCCCn1nc(C(=O)NCc2ccccc2F)c2ccccc2c1=O	-22%	?
CC(NC(=O)C1CCN(S(=O)(=O)c2ccccc2)CC1)c1ccccc1 (configuration not stated)	12%	0%
O=C(Nc1cc(Cl)ccc1Cl)C1(c2cccs2)CCOCC1	?	13%
CCSc1nc2c(c(=O)[nH]c(=O)n2C)n1CCCc1ccccc1	5%	-1%
Cc1nn(CCC(=O)NCc2ccc(Cl)cc2)c(=O)c2nn(-c3ccccc3)c(C)c12	-21%	8%
COC(=O)c1cc2oc3ccccc3c2n1CC(=O)Nc1ccc(Cl)cc1F	25%	1%
O=C(Cn1cc(S(=O)(=O)N2CCCC2)c(S(=O)(=O)N2CCCC2)c1)Nc1ccccc1	-12%[57.5 µM]	-9%[57.5 µM]
CCN(c1ccc(NC(=O)Cn2cnc3c2c(=O)n(C)c(=O)n3C)cc1)C(C)C	-2%	-2%
CC(=O)N1c2ccccc2CC1C(=O)NCc1cccc(Cl)c1 (configuration not stated)	2%	-28%
Cc1ccc(C)c(N2C(=O)N(C)c3ccccc3S2(=O)=O)c1	-1%	-9%
CSCCC(NC(=O)CCNC(=O)c1ccccc1)c1nnc2ccccn12 (configuration not stated)	-7%	-5%
COc1ccc(-n2nnnc2C(C)(C)Nc2ccc(C)cc2)cc1OC	2%	-8%
CCC(NC(=O)C(C)c1ccc(-c2ccccc2)c(F)c1)C(=O)O (configuration not stated)	1%	3%
O=C(Cn1cc(S(=O)(=O)Cc2cccc(Cl)c2)c2ccccc21)Nc1ccc(F)c(Cl)c1	14%	22%

Continuation:
compound	UDG counterscr	AID inhibitor
COc1ccc(C(C)NC(=O)CCc2ncc(-c3c(F)cccc3F)o2)cc1F (configuration not stated)	0%	0%
Cc1ccc(NC(=O)CCN2C(=O)c3ccccc3Sc3ncccc32)c(Cl)c1	-9%	-10%
COc1ccc(Cl)cc1NC(=O)Cn1c(=O)n2nc(-c3ccccc3)nc2c2ccccc21	4%[57.5 µM]	4%
COc1cc2c(cc1OC)[C@H](C)N(C(=O)c1ccc(F)cc1)CC2	4%	-4%
CCOc1ccc(NC(=O)c2cc3cc4cc(OC)ccc4nc3s2)cc1	-3%	1%
CCn1nnc2cc(C(=O)Nc3ccc(OC)cc3)ccc21	-8%	23%
CN(C)c1ccc(-c2nc(-c3ccco3)no2)cc1[N+](=O)[O-]	?	15%
Cc1ccc(C(=O)/C(=C/c2ccc(F)cc2)c2nc3ccccc3o2)cc1	1%	-10%
COC(=O)CCNC(=O)N1CCN(c2nnc(C)c3c(C)n(-c4ccccc4)nc23)CC1	-5%	-10%
COc1cccc(-c2nc(CS(=O)(=O)CC(=O)NCCCN3CCOCC3)c(C)o2)c1	5%	-3%
CCN(CC)CCCNC(=O)CCc1c(C)nc2c(c1C)c(=O)n(C)c(=O)n2C	7%	3%
CCCCc1ccc(-c2cc(C(=O)NC3CC3)c3cc(Br)ccc3n2)cc1	0%	0%
CCN(Cc1ccccc1)S(=O)(=O)c1ccc(-c2coc(C)n2)cc1	?	?
Cc1cc(Br)ccc1NC(=O)c1sc2nc3n(c(=O)c2c1C)CCCC3	-8%	1%
CC(C)c1nnc(NC(=O)NCC(O)c2ccc(F)cc2)s1 (configuration not stated)	-3%	-2%
O=C(COc1ccc(F)cc1)Nc1ccc2nc(SCC(=O)N3CCc4ccccc43)sc2c1	65%[activator]	10%
COc1cccc2cc(C(=O)Nc3ccccc3O)c(=O)oc12	-4%	-10%
COc1ccc(-c2nc3cc(C(C)C)ccc3o2)cc1NC(=O)COc1ccc(C)cc1C	15%	44%
COc1ccc(Br)cc1CN1CCCC(C(=O)N2CCCCC2)C1 (configuration not stated)	?	-9%
N#Cc1nc(-c2ccco2)oc1NCc1ccc(Cl)cc1	4%	0%
Cn1c(=O)c2c(ncn2CC(=O)N2CCN(C(c3ccccc3)c3ccccc3)CC2)n(C)c1=O	-2%	-3%
Cc1ccc(NC(=O)C(Sc2ccccc2)c2ccccc2)cc1C (configuration not stated)	6%	-14%
CC(C)(CC(=O)O)CC(=O)Nc1ccccc1C(C)(C)C	0%	2%
COc1ccc(Br)cc1CNC(=O)C(C)n1nc(C)n2c(cc3occc32)c1=O (configuration not stated)	-7%	12%
O=C(O)/C=C/c1ccccc1OCc1ccccc1	4%	-2%
Cc1ccc(-c2noc(COc3ccc(Br)c(C)c3)n2)cc1	-7%	13%
Cc1cccc(NC(=O)CSc2nnc3[nH]c(=O)cc(C)n23)c1C	6%	16%
CCn1nc(C(=O)OC(C)C(=O)Nc2cccc(S(=O)(=O)N(C)C)c2)c2ccccc2c1=O (configuration not stated)	0%	-3%
CCOc1ccccc1NC(C)C(=O)N(C)Cc1cccc(F)c1 (configuration not stated)	-5%	-7%
Cc1noc(N)c1C(=O)OCc1csc(-c2ccc(F)cc2)n1	3%	-1%
CC(C)NC(=S)NNC(=O)C1CC1	5%	8%
CCC(CC)c1nnc(NC(=O)c2cc(S(=O)(=O)N(C)C)ccc2Cl)s1	-3%	-3%
CSc1ccc(CCNC(=O)c2csc3c2CCCCC3)cc1	10%	4%
COc1ccc(CNC(=O)c2cccc(-n3cnc4cccnc43)c2C)cc1	-14%	17%
Cc1cc(N2CCN(c3ccc(F)cc3)CC2)n2cnnc2n1	6%	5%
CCOc1cccc(/C=C2/Cc3c(O)cccc3C2=O)c1	-10%	-1%
CC1SC2(NC1=O)C1CC3CC2CC(O)(C3)C1 (configuration not stated)	0%	14%
Cc1cc(OCC(=O)Nc2nc3c(s2)CCCC3)cc(C)c1Cl	2%[57.5 µM]	6%
CS(=O)(=O)NNc1ccc(S(N)(=O)=O)cc1[N+](=O)[O-]	-18%	-18%
Cc1cc(C)cc(NC(=O)C(Sc2nnnn2C2CCCC2)c2ccccc2)c1 (configuration not stated)	-9%	-18%
C[N+](C)(C)CCCCCCCCCC[N+](C)(C)C	3%	4%
CCOC(=O)c1c(C)[nH]c(C)c1S(=O)(=O)N1CCCC(C(=O)NCc2ccc(C)cc2)C1 (configuration not stated)	-16%	-24%
Cc1nc(-c2ccccc2)sc1C(=O)Nc1ccccc1	0%	-10%
CCOc1ccc(CNC(=O)COc2cc(=O)n(C)c3ccccc23)cc1	5%	-4%
COc1ccc(-c2nc3nc(C)cc(N4CCCCCC4)n3n2)cc1	-4%	-11%
COc1cc(Cn2c(=O)sc3ccccc32)ccc1OC(C)C	-8%	12%
CCN(CC)c1ccc([N+](=O)[O-])cc1C(=O)NCc1coc(-c2cccs2)n1	2%	-10%
Cc1ccc(C)c(-c2nc(Cn3c(=O)cc(-c4ccccc4)c4c(C)nn(C)c43)c(C)o2)c1	41%[activator]	19%
O=C(CN1CCN(c2ncccc2C(F)(F)F)CC1)NC1CC1	1%	1%
O=C(Cn1cc(SCc2ccccc2F)c2ccccc21)N1CCCCC1	-1%	24%

(list continues)
compound	UDG counterscr	AID inhibitor
N#Cc1ccc(OC(=O)Cc2ccc3c(c2)OCCO3)cc1	-1%	3%
CCc1nn(CC(=O)N2CCN(c3cccc(C(F)(F)F)c3)CC2)c(=O)c2cccn12	-3%	3%
CCCC(NC(=O)Cc1n[nH]c(=O)c2ccccc12)c1ccccc1 (configuration not stated)	-8%	1%
Cc1cccc(C)c1OCCCOc1ccccc1/C=N/NC(=O)c1cccc(Cl)c1	-7%	-10%
CCC(=O)Nc1ccc(Cl)c(NC(=O)c2ccc3c(c2)OCCO3)c1	?	6%
COCCNc1nc2c(c(=O)[nH]c(=O)n2C)n1Cc1ccccc1Cl	-1%	-7%
O=C(Nc1ccccc1C(F)(F)F)c1ccc(Cl)cc1	-1%	4%
COCCn1c(SCC(=O)N(C)CCOc2ccc(Cl)cc2)nnc1-c1ccc(Cl)cc1	-6%	-9%
CCOC(=O)C(C)Oc1ccc2c(-c3ccccc3)cc(=O)oc2c1 (configuration not stated)	-1%	-13%
Cc1c(C(=O)Nc2ccc(F)cc2F)oc2ccc3c(c12)C(=O)CC(C)(C)O3	-22%	21%
Cc1ccc(C(=O)CCC(=O)O)s1	-8%	-3%

Copied from the list:
Cc1c(C(=O)Nc2ccc(F)cc2F)oc2ccc3c(c12)C(=O)CC(C)(C)O3 in AID inhibitor → 21%
CCc1nn(CC(=O)N2CCN(c3cccc(C(F)(F)F)c3)CC2)c(=O)c2cccn12 in AID inhibitor → 3%
